KCNH2 WT inh: blocks the wildtype human KCNH2 potassium channel. Q12809. U2OS, BacMam KCNH2, thallium flux FluxOr; active compounds read low. activity change, % at 1.84 µM. 0.37% of 340,000 active. AID 720551;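 active = maximum activity change below -70%; inconclusive = maximum activity change between -70% and -50%; inactive = maximum activity change above -50%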; also: % is scaled to controls: 0 for no effect and ±100 for the full control effect
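U2OS cells transduced with wild-type KCNH2 virus are loaded with FluxOr dye for 45 min, and thallium flux is measured in kinetic reads before and after stimulation buffer. Rate constants are normalized to DMSO controls.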
MLL CXXC-DNA inh: MLL CXXC-DNA interaction inhibition; MLL-CXXC / FITC-HOXA9 DNA fluorescence polarization; Potency, µM (highest dose often 115 µM), for inactives: top-dose activity change, negative = inhibition, most hits filed as inhibitors; AID 2662; 0.037% of 290,000 active; Q03164; active = well fitted inhibition curve with a large enough effect in the polarisation, with a control signal flat, not every such curve was filed as active; inconclusive = small, poorly fitted or top-dose-only effect, or effect the other way, or a change in a side signal; inactive = no such curve, though single readings can be large or run the other way; the % refers to the polarisation; also: potency is read from the fitted curve at half-maximal effect
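Fluorescence polarization: 7 uM MLL-CXXC (stock) preincubated 5 min with compounds, then 50 nM fluorescein-HOX-A9 DNA (stock) added; 30 min ambient. Buffer 50 mM Tris-HCl pH 7.5, 50 mM NaCl, 1 mM DTT, 0.05% BSA.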
BCR signal inh: chronic active BCR signaling inhibition; Potency, µM (titrated, usually from 46.1 µM), inactives show at the top dose ratio change, negative = lower green/red ratio, hits mostly inhibitors; ABC-DLBCL IkBa-CBG/CBR reporter, luminescence ratio, 4 h; 0.05% of 340,000 active; active = well fitted inhibition curve with a large enough effect in the signal ratio, with a control signal flat, not every such curve was filed as active; inconclusive = small, poorly fitted or top-dose-only effect, or effect the other way, or a change in a side signal; the % refers to the signal ratio;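 also: potency is read from the fitted curve at half-maximal effect; plate controls were basal doxycycline-induced cells for no effect and cells given 10 µM MG132 for full effect; MG132 reads +100%, hits lower the ratio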
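Compounds up to 46 uM were incubated four hours with TMD8 cells whose green CBG68 luciferase is fused to IkappaBalpha; red CBR luminescence normalised the signal, and concentration-effect curves were fitted to fusion, red and ratio data.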
FBPA coupling cs: counter-screen for Giardia aldolase inhibitors: coupling enzyme system; coupling enzyme system counterscreen, AmpLite Red fluorescence; 0.67% of 290,000 active; activity change, negative = inhibition, % at 58.2 µM, hits read low; in the data active = activity change below about -30%; also: % is scaled to controls: 0 for no effect and ±100 for the full control effect
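Compounds tested against the coupling enzymes alone at 57.5 uM final; readout was AmpLite Red fluorescence (525/598 nm) after 20 min at RT.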
TSHR antag: blocks TSH signaling through the human TSH receptor | TSHR-expressing cells, TSH-stimulated cAMP HTRF, 2 h; active compounds read low | activity change, negative = inhibition, % at 11.5 µM | 0.2% of 330,000 active;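 active = activity change below a set negative limit, meaning inhibition stronger than a set level, cut at about -70% in these data; inconclusive = activity change between two set negative limits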; also: % is scaled to controls: 0 for no effect and ±100 for the full control effect
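TSHR-expressing cells were treated with compounds, then stimulated with TSH at EC80 (4nM final) for 2 hours at 37 deg C. Cellular cAMP was measured by HTRF competition between lysate cAMP and cAMP-d2 for a cryptate-labelled anti-cAMP antibody.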
TCR act: activators of T cell receptors. AID 504894. Potency, µM (doses to about 9.22 µM), without a hit: top-dose activation of IL-2 secretion, actives largely listed as activators. primary human leukocytes, anti-CD3, IL-2 HTRF, 48 h. 330,000 tested, under 10 active; also: % of control where 0% means no effect
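IL-2 produced over 48 hr by a-CD3 bead-stimulated primary human leukocytes exposed to compounds was detected with a homogeneous time-resolved FRET immunoassay, 665nm acceptor signal after 320nm excitation.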
Tb PFK inh: T. brucei PFK enzyme inhibition | O15648 | T. brucei PFK, ADP-Glo luminescence | Potency, µM (titrated, usually from 57.5 µM), without a hit: at the top dose activity, negative = inhibition, actives largely listed as inhibitors | 0.17% of 330,000 active;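 also: potency is read from the fitted curve at half-maximal effect; 0% = uninhibited 1x PFK enzyme wells and -100% = no-enzyme wells; nearly all actives have a fitted effect of over 60% in size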
Target sequence (O15648 whole entry, looked up): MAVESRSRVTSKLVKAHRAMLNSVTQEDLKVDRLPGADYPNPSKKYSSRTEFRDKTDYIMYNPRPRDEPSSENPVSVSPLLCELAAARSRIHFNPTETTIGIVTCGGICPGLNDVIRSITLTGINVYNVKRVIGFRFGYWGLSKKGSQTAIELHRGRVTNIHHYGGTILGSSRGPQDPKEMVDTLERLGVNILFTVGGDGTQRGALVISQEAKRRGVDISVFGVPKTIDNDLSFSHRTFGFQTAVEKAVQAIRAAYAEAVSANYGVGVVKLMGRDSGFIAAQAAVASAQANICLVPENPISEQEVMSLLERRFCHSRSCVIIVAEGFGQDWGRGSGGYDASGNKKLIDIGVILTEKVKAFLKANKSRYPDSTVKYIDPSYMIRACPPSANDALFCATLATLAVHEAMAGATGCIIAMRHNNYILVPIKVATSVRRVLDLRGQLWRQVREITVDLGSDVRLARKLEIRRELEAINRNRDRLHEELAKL
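PFK 1.25 nM, F6P 0.5 mM, ATP 0.1 mM, 0.1 M TEA pH 8.0, 5 mM MgCl2, 0.01% Tween20, 0.1% BSA; 45 min RT. ADP-Glo readout. qHTS titration up to 57 uM; curves fitted, compounds curve-classed.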
Giardia kill: Giardia lamblia killing. Giardia lamblia trophozoite viability. activity change, % at 7.66 µM, hits read low. 0.15% of 340,000 active. AID 540267; in the data active = activity change below about -80%; inconclusive = between about -30% and that limit;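 also: parasites exposed to compound for two days anaerobically before the ATP read; % is scaled to controls: 0 for no effect and ±100 for the full control effect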
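Viability, read as ATP luminescence: trophozoites at 100 cells/well, compound added, 48 hrs anaerobic at 37 deg C, then 15-30 min room-temperature development before reading.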
GALK inh: inhibitors of human galactokinase | P51570 | Purified GALK, Kinase-Glo residual ATP luminescence | Potency, µM (titrated, usually from 57.5 µM), inactives show at the top dose activity change, negative = inhibition, most hits filed as inhibitors | 0.007% of 270,000 active | AID 1868; also: potency is read from the fitted curve at half-maximal effect; % is scaled to controls: 0 for no effect and ±100 for the full control effect
Target sequence (P51570 whole entry, looked up): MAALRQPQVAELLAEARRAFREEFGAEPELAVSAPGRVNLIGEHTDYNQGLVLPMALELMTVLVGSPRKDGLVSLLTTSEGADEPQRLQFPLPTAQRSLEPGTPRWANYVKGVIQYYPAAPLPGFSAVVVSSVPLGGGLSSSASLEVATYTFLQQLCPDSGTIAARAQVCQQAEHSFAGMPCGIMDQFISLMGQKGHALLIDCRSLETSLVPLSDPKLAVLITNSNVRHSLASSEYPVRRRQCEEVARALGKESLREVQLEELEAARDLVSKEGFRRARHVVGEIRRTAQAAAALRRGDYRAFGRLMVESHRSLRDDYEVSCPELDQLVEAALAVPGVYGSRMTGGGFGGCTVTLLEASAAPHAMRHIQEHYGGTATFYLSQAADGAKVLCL
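GALK at 5 nM final was combined with compound, 35 uM ATP and 100 uM galactose in HEPES pH8.0 with MgCl2 and DTT. The reaction ran one hour at room temperature before luminescent ATP detection.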
A-T KAP1 phos: potential ataxia-telangiectasia treatments restoring KAP-1 phosphorylation; […] A-T fibroblasts, KAP-1 phosphorylation AlphaLISA; neocarzinostatin DNA damage 30 min before lysis; Potency, µM (doses to about 57.5 µM), for inactives: top-dose activation, hits mostly activators; 0.19% of 320,000 active; AID 485349; also: potency is read from the fitted curve at half-maximal effect; % of control where 0% means no effect; nearly all actives have a fitted effect of over 45% in size
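hTERT-immortalized A-T patient fibroblasts ([…]), 500 cells/well in OPTI-MEM, 1% FBS, got compounds for 60 min, then NCS for 30 min at 37C. Lysates were then assayed for phospho-KAP-1 by AlphaLISA (anti-pKAP1 donor, anti-KAP1 acceptor beads), 6 hr at 25C.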
* hit, by the source's call; ? = inconclusive; · = not tested or not shown; [ ] = another dose, or the depositor's remark. Unless noted, calls follow the shape of the dose curve; as a rule, active = well fitted curve in the direction sought with a large enough effect; inconclusive = small, poorly fitted or top-dose-only effect, or another doubt; inactive = no such curve, though single readings can be large; an effect the other way counts as inactive or inconclusive.

[1] COc1ccc(C=Nc2cccc3ncccc23)cc1
[2] Cc1ccc(N=Cc2c(O)c3ccccc3n(C)c2=O)cc1
[3] CCCCCC1CCC(C(=O)NCCN2CCOCC2)CC1 (stereo not drawn)
[4] COc1ccc(/C=C/C(=O)c2oc3ccc(F)cc3c2C)cc1
[5] Cc1cccnc1NC(=O)C1CCCN1S(=O)(=O)c1ccc(Cl)cc1 (stereo not drawn)
[6] CCOC(=O)c1c(-c2ccc(C)s2)csc1NC(=O)c1cccs1
Compound	1	2	3	4	5	6
KCNH2 WT inh	·	4	6	-11	3	6
MLL CXXC-DNA inh	12%	9%	14%	16%	2%	2%
BCR signal inh	8%	?	2%	2%	4%	?
FBPA coupling cs	-34*	-2	5	1	·	2
TSHR antag	-2	-3	-26	11	4	4
TCR act	11%	-2%	-2%	4%	-1%	5%
Tb PFK inh	0%	-29%	1%	0%	0%	-1%
Giardia kill	9	5	5	-1	12	6
GALK inh	8%	4%	0%	·	-1%	0%
A-T KAP1 phos	0%	-1%	12%	3%	-2%	-2%

[7] CSCC[C@H](NC(=O)c1cc([N+](=O)[O-])ccc1Cl)c1nc2ccccc2[nH]1
[8] O=C1CCCN1CCCNc1ncnc2c1[nH]c1ccccc12
[9] CC1=C(C(=O)OCc2ccccc2)C(c2ccccc2)NC(=O)N1 (stereo not drawn)
[10] O=C(Nc1ccc(F)cc1F)Nc1ccc(F)cc1F
[11] CCOC(=O)N1CCN(C(=O)c2ccc3c(c2)N(Cc2cc(C)ccc2C)C(=O)c2ccccc2S3=O)CC1 (stereo not drawn)
[12] CC1=NN(c2ccccc2)C(=O)/C1=C/C=C/c1ccc(N(C)C)cc1
Compound	7	8	9	10	11	12
KCNH2 WT inh	1	-23	-1	-12	-4	-1
MLL CXXC-DNA inh	-4%	0%	-5%	15%	8%	?
BCR signal inh	?	6%	0%	?	-1%	?
FBPA coupling cs	1	-7	0	2	·	-13
TSHR antag	3	-10	9	4	-37	-4
TCR act	3%[46.1 µM]	1%	·	-3%	-8%	5%
Tb PFK inh	-4%	-5%	0%	?	0%	-5%
Giardia kill	-21	2	-3	-5	11	-28
GALK inh	2%	0%	3%	1%	-11%	26%
A-T KAP1 phos	5%	·	-2%	-1%	-1%	-18%

[13] Cc1noc(C)c1C(=O)OCC(=O)NC1CCCCC1C (stereo not drawn)
[14] Cc1cc(C)c(OCCCCNCc2ccccc2)c(Cl)c1
[15] COC(=O)c1c(C)oc(C)c1S(=O)(=O)N1CCCCC1
[16] CCCCNC1=C(Br)C(=O)CC(C)(C)C1
[17] CC(C)Cn1c(N)c(C(=O)CSc2nnnn2C)c(=O)n(C)c1=O
[18] COCCn1c(C)cc(C(=O)CSc2nc3ccccc3c(=O)n2C(C)COC)c1C (stereo not drawn)
Compound	13	14	15	16	17	18
KCNH2 WT inh	-1	62	-2	-27	7	-23
MLL CXXC-DNA inh	·	28%	4%	1%	-3%	-1%
BCR signal inh	10%	-1%	4%	2%	-6%	-3%
FBPA coupling cs	·	0	2	1	-1	-9
TSHR antag	6	25	2	0	2	-8
TCR act	-1%	0%	-23%	-1%	0%	8%
Tb PFK inh	-3%	-1%	-1%	1%	1%	-3%
Giardia kill	-10	1	28	-11	-7	3
GALK inh	·	-3%	-1%	-1%	0%	3%
A-T KAP1 phos	5%	0%	1%	6%	7%	-3%

[19] Cc1ccccc1-n1nc(CSc2nc3ccccc3[nH]2)c(-c2ccccc2)c1N
[20] O=C(NCc1ccccc1)C1=C[C@H](c2ccc(Br)cc2)C[C@H](OCc2ccc(CO)cc2)O1
[21] COc1ccc(C(C)=O)cc1COc1ccc(Cl)cc1Cl
[22] O=C(CSc1ccc(-c2ccc(F)cc2)nn1)N1CCCc2ccccc21
[23] O=C(Nc1cccc(S(=O)(=O)N2CCOCC2)c1)C1CCN(S(=O)(=O)c2ccccc2)CC1
[24] CCOC(=O)c1c(NC(=O)CSc2nnc(CNc3ccc(Cl)cc3)o2)sc(C)c1C
Compound	19	20	21	22	23	24
KCNH2 WT inh	-3	-2	13	10	-5	-2
MLL CXXC-DNA inh	15%	-11%	7%	0%	·	-3%
BCR signal inh	-5%	-1%	16%	?	6%	4%
FBPA coupling cs	2	0	0	-1	·	0
TSHR antag	21	10	-10	1	-12	-10
TCR act	-1%[46.1 µM]	-5%	4%	9%[46.1 µM]	-1%	0%[46.1 µM]
Tb PFK inh	2%	-6%	1%	-3%	-2%	0%
Giardia kill	8	2	5	-6	-1	-20
GALK inh	-4%	2%	-1%	-3%	·	-3%
A-T KAP1 phos	-1%	21%	3%	19%	6%	-1%

[25] Cc1ccc(OCc2n[nH]c(=S)n2Cc2ccccc2)cc1
[26] COc1ccc(-c2noc(=O)n2CC(=O)N2CCC(Cc3ccccc3)CC2)cc1
[27] CC(C)CC(N=Cc1c(O)c2ccccc2oc1=O)C(=O)O (stereo not drawn)
[28] COc1ccc2c(-c3ccc(S(N)(=O)=O)cc3)c(-c3ccc(S(C)(=O)=O)cc3)sc2c1
[29] CC1(C)NC(=O)N(CC(O)CN2CCCC2)C1=O (stereo not drawn)
[30] Cc1cccc(CCNC(=O)C2CCC(CNS(=O)(=O)c3cccs3)CC2)c1 (stereo not drawn)
Compound	25	26	27	28	29	30
KCNH2 WT inh	-20	-5	6	2	-4	-2
MLL CXXC-DNA inh	-4%	21%	6%	·	10%	17%
BCR signal inh	14%	-3%	?	-12%	5%	-9%
FBPA coupling cs	6	3	5	·	1	-1
TSHR antag	12	-15	1	-23	9	-2
TCR act	-3%	-1%	-1%	7%	1%	-6%
Tb PFK inh	1%	-1%	?	-13%	0%	0%
Giardia kill	0	3	18	2	-3	14
GALK inh	-3%	1%	1%	·	0%	2%
A-T KAP1 phos	-1%	8%[11.5 µM]	0%	19%	5%	0%

[31] Cc1cccc(CSc2ncnc3c2cnn3Cc2ccccc2)c1
[32] O=C(NCCc1cccnc1)c1cc(COc2ccc(F)cc2F)on1
[33] C/C(=N\Nc1nncc2ccccc12)c1ccc(O)cc1
[34] COC(=O)CCc1c(C)c(C(=O)c2cccc(OC)c2OC)c2ccccn12
[35] CC(Sc1nnc(Cc2ccc3c(c2)OCO3)o1)C(N)=O (stereo not drawn)
[36] CC(C)Oc1ccc(Cc2cnc(N)nc2N)cc1
Compound	31	32	33	34	35	36
KCNH2 WT inh	8	13	0	-14	-23	-6
MLL CXXC-DNA inh	3%	-1%	-10%	12%	4%	0%
BCR signal inh	?	-13%	?	-8%	-1%	-27%
FBPA coupling cs	1	4	7	2	2	6
TSHR antag	-19	-6	11	3	-12	-9
TCR act	4%	-3%	-1%	-4%	-10%	-2%
Tb PFK inh	0%	-5%	1%	-1%	5%	-1%
Giardia kill	-2	-24	?	-4	24	-13
GALK inh	-3%	5%	15%	-1%	-2%	0%
A-T KAP1 phos	7%	-1%	1%	-13%	2%	0%

[37] OC(COC(c1ccccc1)c1ccccc1)CN1CCOCC1 (stereo not drawn)
[38] O=C(Nc1ccc(C(F)(F)F)cc1)C1CCCCN1S(=O)(=O)c1ccccc1 (stereo not drawn)
[39] O=C(CN1CCCCC1)Nc1ccccc1C(=O)NC1CC1
[40] C=CCc1cccc2cc(C(=O)NC3CCCC3)c(=O)oc12
[41] O=c1ccc(S(=O)(=O)N2CCCC2)cn1Cc1ccc(Cl)cc1Cl
[42] CC(NC(=O)/C(C#N)=C/c1ccc(C(=O)O)cc1)c1ccccc1 (stereo not drawn)
[43] CCOC(=O)C1=C(CS(=O)(=O)c2ccccc2)NC(=O)NC1c1ccc(O)c(OC)c1 (stereo not drawn)
[44] O=C(COC(=O)CCc1ccccc1)NCc1ccccc1
Compound	37	38	39	40	41	42	43	44
KCNH2 WT inh	·	-4	4	1	3	-3	4	1
MLL CXXC-DNA inh	3%	·	·	2%	·	-3%	32%[activator]	·
BCR signal inh	-8%	10%	5%	?	0%	2%	4%	?
FBPA coupling cs	3	·	·	0	·	0	0	·
TSHR antag	-3	-43	15	-6	-10	28	4	-39
TCR act	4%	2%	2%	0%	-1%	9%	-15%	-5%
Tb PFK inh	2%	-6%	0%	0%	-1%	0%	1%	16%
Giardia kill	-14	-9	-24	0	-11	-1	6	34[activator]
GALK inh	7%	·	·	10%	·	0%	1%	·
A-T KAP1 phos	8%	-4%	18%	4%	2%	-13%	9%	5%

Full records, quoted from the list.
Profile of CC(C)CC(N=Cc1c(O)c2ccccc2oc1=O)C(=O)O (stereo not drawn) = KCNH2 WT inh: 6; MLL CXXC-DNA inh: 6%; BCR signal inh: ?; FBPA coupling cs: 5; TSHR antag: 1; TCR act: -1%; Tb PFK inh: ?; Giardia kill: 18; GALK inh: 1%; A-T KAP1 phos: 0%
Profile of O=C(CSc1ccc(-c2ccc(F)cc2)nn1)N1CCCc2ccccc21 = KCNH2 WT inh: 10; MLL CXXC-DNA inh: 0%; BCR signal inh: ?; FBPA coupling cs: -1; TSHR antag: 1; TCR act: 9%[46.1 µM]; Tb PFK inh: -3%; Giardia kill: -6; GALK inh: -3%; A-T KAP1 phos: 19%
